STK33 inh = inhibitors of human STK33 kinase; Q9BYT3; ADP-Glo luminescence, MBP substrate; inhibition, % at 12.5 µM; actives 0.44% (n = 27,000); AID 2322; in the data active = inhibition above about 20%
Target sequence (Q9BYT3 whole entry, looked up): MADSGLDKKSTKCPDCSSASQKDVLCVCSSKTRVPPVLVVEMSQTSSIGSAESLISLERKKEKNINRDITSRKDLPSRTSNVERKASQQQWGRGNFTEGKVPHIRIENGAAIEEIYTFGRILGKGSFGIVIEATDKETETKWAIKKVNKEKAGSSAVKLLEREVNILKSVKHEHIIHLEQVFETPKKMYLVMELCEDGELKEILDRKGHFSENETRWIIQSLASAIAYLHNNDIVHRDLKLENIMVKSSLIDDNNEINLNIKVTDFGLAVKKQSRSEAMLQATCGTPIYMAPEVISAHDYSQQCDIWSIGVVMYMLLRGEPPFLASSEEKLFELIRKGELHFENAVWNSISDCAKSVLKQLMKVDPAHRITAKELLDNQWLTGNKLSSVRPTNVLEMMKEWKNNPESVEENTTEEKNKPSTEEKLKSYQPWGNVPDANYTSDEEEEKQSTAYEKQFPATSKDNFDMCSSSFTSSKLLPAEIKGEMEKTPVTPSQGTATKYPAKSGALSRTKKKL
mut p53 react = restores mutant p53 pathway signaling in SW480 cells; SW480 PUMA-promoter luciferase, p53 mutant reactivation; activation, % at 9.98 µM; actives 1.5% (n = 28,000); in the data active = activation above about 52%
* = called active by the depositor; x = no result given. Not all compounds are listed (hit frequency here may not be typical).

molecule | STK33 inh | mut p53 react
COc1ccccc1OC(C)C(=O)Nc1c(C)n(C)n(-c2ccccc2)c1=O (configuration not stated) | -5 | -13
COc1ccc(CCCOC(Cn2ccnc2)c2ccc(OC)cc2)cc1 (configuration not stated) | -8 | x
C[C@@H]1CN([C@H](C)CO)C(=O)CCCn2nncc2CO[C@@H]1CN(C)C(=O)C1CCCCC1 | -2 | x
C[C@H](CO)N1C[C@H](C)[C@H](CN(C)Cc2ccc3c(c2)OCO3)Oc2ccc(NS(=O)(=O)c3cn(C)cn3)cc2CC1=O | 2 | x
CC(C)NC(=O)Nc1ccc2c(c1)CC(=O)N([C@@H](C)CO)C[C@H](C)[C@H](CN(C)Cc1ccc(C(=O)O)cc1)O2 | 0 | x
C[C@H]1CCCCO[C@H](CN(C)C(=O)C2CCCCC2)[C@@H](C)CN([C@@H](C)CO)C(=O)c2cc(NS(=O)(=O)c3ccccc3)ccc2O1 | x | -7
COCCOC(=O)N1C(=O)[C@@]2(c3cc(C#CC4=CCCCC4)ccc31)[C@H](c1ccccc1OCCO)N1[C@H](c3ccccc3)[C@H](c3ccccc3)OC(=O)[C@H]1[C@@H]2C(N)=O | 9 | x
CN1CCC(N(C)Cc2ccc(-c3ccccc3[N+](=O)[O-])o2)CC1 | -9 | 7
COc1ccc(S(=O)(=O)NCc2ccccn2)cc1I | 1 | -5
C[C@H](CO)N1C[C@H](C)[C@H](CN(C)C(=O)Cc2ccccc2)Oc2cc(C3=CCCCC3)ccc2S1(=O)=O | x | -22
Cc1sc2c(c1C)CN(C(C)(C)C)CN2C(=O)c1ccccc1 | x | 25
CCn1c(SCC(=O)Nc2ccc(C)cc2Br)nnc1-c1ccc(Cl)cc1 | 4 | 2
Cc1ccc(-c2cnc3c(c2)C(=O)N([C@@H](C)CO)C[C@H](C)[C@H](CN(C)Cc2ccccc2C(=O)O)O3)cc1 | x | 9
O=c1oc2ccccc2cc1-c1csc(Cc2nc3c(s2)CCCC3)n1 | 5 | 40
OC(Cn1cncn1)(Cn1cncn1)c1ccc(F)cc1F | 1 | 1
C[C@H]1CN([C@@H](C)CO)C(=O)Cc2cc(NC(=O)Cn3cnnn3)ccc2O[C@H]1CN(C)S(=O)(=O)c1ccc(Cl)cc1 | 1 | x
Cc1cccc(-n2c(SCC(=O)Nc3ccccc3)nnc2-c2ccccc2)c1 | 5 | -38
C[C@@H]1CN([C@@H](C)CO)C(=O)c2cc(C#CC(C)(C)O)cnc2O[C@@H]1CN(C)C(=O)c1ccccc1F | x | 5
C[C@H]1CN([C@@H](C)CO)C(=O)c2cc(NC(=O)CCN3CCOCC3)ccc2O[C@@H]1CN(C)S(=O)(=O)c1cccs1 | 1 | x
CC(C)NC(=O)Nc1ccc2c(c1)C(=O)N([C@H](C)CO)C[C@H](C)[C@H](CN(C)Cc1ccc3c(c1)OCO3)OCCCC[C@@H](C)O2 | -2 | x
COC(=O)c1c(=O)n(O)c2cc(Cl)c(Cl)cc2[n+]1[O-] | x | -1
Cc1ccc(S(=O)(=O)N(C)C[C@@H]2Oc3ncc(C#Cc4ccc(C(F)(F)F)cc4)cc3C(=O)N([C@H](C)CO)C[C@@H]2C)cc1 | -3 | x
COc1ccc(NC(=O)N(C)C[C@H]2Oc3ccc(NS(=O)(=O)c4ccc(OC)cc4)cc3CC(=O)N([C@H](C)CO)C[C@H]2C)cc1 | 1 | x
CC(C)NC(=O)Nc1ccc2c(c1)C(=O)N([C@@H](C)CO)C[C@H](C)[C@@H](CN(C)S(=O)(=O)c1cn(C)cn1)OCCCC[C@@H](C)O2 | x | -5
C[C@H]1CN([C@@H](C)CO)C(=O)Cc2cc(NC(=O)NC3CCCCC3)ccc2O[C@@H]1CN(C)Cc1ccncc1 | 1 | 4
COc1ccc(S(=O)(=O)Nc2ccc3c(c2)CC(=O)N([C@@H](C)CO)C[C@H](C)[C@H](CN(C)C(=O)Nc2cccc4ccccc24)O3)cc1 | -3 | x
C[C@H](CCC(=O)NCC(=O)O)[C@H]1CC[C@H]2[C@@H]3[C@H](O)C[C@@H]4C[C@H](O)CC[C@]4(C)[C@H]3C[C@H](O)[C@]12C | 0 | -3
CCn1c(SCC(=O)Nc2cccc(Cl)c2)nnc1-c1ccco1 | -1 | 17
COc1ccc(NC(=O)Nc2ccc3c(c2)[C@@H]2C[C@H](CC(=O)NCc4ccccn4)O[C@@H](CO)[C@@H]2O3)cc1 | x | -4
COc1ccccc1NC(=O)CCSc1nnc(-c2ccco2)o1 | 0 | 17
Cc1ccc(S(=O)(=O)Nc2ccc3c(c2)C(=O)N([C@H](C)CO)C[C@@H](C)[C@H](CN(C)C)O3)cc1 | x | 5
C[C@@H]1CN([C@H](C)CO)C(=O)c2cccc(NS(=O)(=O)c3cccs3)c2O[C@@H]1CN(C)S(=O)(=O)c1ccc(Cl)cc1 | x | 0
CC(OC(=O)c1cccc(O)c1)C(=O)O (configuration not stated) | 1 | 3
C[C@H]1CN([C@@H](C)CO)C(=O)c2cc(-c3ccc(C#N)cc3)cnc2O[C@@H]1CN(C)C(=O)CC1CC1 | x | 6
Cc1ccc(N(C(C)C(=O)Nc2cc([N+](=O)[O-])ccc2C)S(C)(=O)=O)cc1 (configuration not stated) | 0 | -3
C[C@@H]1CN([C@@H](C)CO)C(=O)Cc2cc(NS(=O)(=O)c3cn(C)cn3)ccc2O[C@@H]1CN(C)C(=O)NC1CCCCC1 | 2 | x
Cc1noc(C)c1NC(=O)N(C)C[C@@H]1Oc2c(NC(=O)NC3CCCCC3)cccc2C(=O)N([C@@H](C)CO)C[C@@H]1C | x | -1
NC(=O)c1c(NC(=O)c2cnn3c(C(F)F)cc(-c4ccccc4)nc23)sc2c1CCC2 | 11 | -5
NC(=O)COc1c(-c2ccccc2)oc2ccccc2c1=O | 1 | 4
CC(C)NC(=O)Nc1ccc2c(c1)C(=O)N([C@@H](C)CO)C[C@H](C)[C@@H](CN(C)S(=O)(=O)c1ccc(Cl)cc1)O2 | -2 | x
COC(=O)c1ccc(-n2c(CCC(=O)O)ccc2-c2ccc(Br)cc2)cc1 | -5 | -11
COc1ccc(NC(=O)C(C)N2c3cccc4cccc(c34)S2(=O)=O)cc1OC (configuration not stated) | 0 | -23
C[C@H](CO)N1C[C@H](C)[C@@H](CN(C)Cc2ccc(Cl)c(Cl)c2)Oc2c(NS(=O)(=O)c3cccs3)cccc2C1=O | x | 2
CNC[C@H]1OCc2cn(nn2)CCCC(=O)N([C@@H](C)CO)C[C@@H]1C | 2 | 18
C[C@@H]1CN([C@H](C)CO)C(=O)Cc2cc(NS(=O)(=O)c3cn(C)cn3)ccc2O[C@@H]1CN(C)Cc1ccccc1 | -2 | 3
CNC[C@@H]1Oc2c(NC(=O)Nc3c(C)noc3C)cccc2C(=O)N([C@H](C)CO)C[C@H]1C | x | -5
CCN(CC(=O)Nc1ccc(Cl)cc1C)S(=O)(=O)c1ccc(C)cc1 | -3 | -4
O=C(CSc1nnc2c(n1)[nH]c1ccccc12)NCc1ccccc1 | 1 | -1
C[C@H](CO)N1C[C@H](C)[C@@H](CN(C)C(=O)NC2CCCCC2)Oc2ccc(NC(=O)c3ccncc3)cc2CC1=O | x | 11
C[C@@H]1CCCCO[C@H](CN(C)C(=O)C2CCCCC2)[C@@H](C)CN([C@H](C)CO)C(=O)c2cc(NC(=O)c3ccccc3)ccc2O1 | 2 | x
Cc1cc(C)c2oc(-c3cccc(NC(=O)COc4ccc(Br)cc4)c3C)nc2c1 | 6 | -30
C=CCOC(=O)[C@H]1[C@@H]2C(=O)O[C@@H](c3ccccc3)[C@@H](c3ccccc3)N2[C@@H](c2ccc(OCCOC(=O)[C@@H]3C[C@@H]4C(=O)N[C@@H](Cc5ccccc5)C(=O)N4[C@@H]3c3cccc(OCCO)c3)cc2)[C@]12C(=O)Nc1ccccc12 | 16 | x
COc1ccc(-c2nnc(SCC(=O)Nc3cc(Cl)c(Cl)cc3Cl)n2C)cc1 | -1 | -2
CN(CC(N)=O)S(=O)(=O)c1ccc2ccccc2c1 | -3 | -7
COc1cc(C(=O)Nc2ccc(OCC(=O)O)cc2)ccc1OC(C)=O | -1 | -1
CC(C)NC(=O)N(C)C[C@H]1Oc2ccc(NS(=O)(=O)c3cn(C)cn3)cc2C(=O)N([C@@H](C)CO)C[C@@H]1C | -8 | x

Already shown: an excerpt of the list.
molecule | STK33 inh | mut p53 react
COc1cc(C(=O)Nc2ccc(OCC(=O)O)cc2)ccc1OC(C)=O | -1 | -1
CC(C)NC(=O)N(C)C[C@H]1Oc2ccc(NS(=O)(=O)c3cn(C)cn3)cc2C(=O)N([C@@H](C)CO)C[C@@H]1C | -8 | x

Further structures follow.
molecule | STK33 inh | mut p53 react
C[C@@H]1CN([C@@H](C)CO)C(=O)CCCn2cc(nn2)CO[C@@H]1CN(C)C(=O)CCC(F)(F)F | 2 | 0
C[C@H](CO)N1C[C@H](C)[C@@H](CN(C)S(=O)(=O)c2cn(C)cn2)Oc2ccc(NC(=O)c3ccncc3)cc2C1=O | x | 11
Cc1cc(-c2ccccc2)nc(SCC(=O)Nc2ccccc2C#N)n1 | 0 | 10
C[C@@H]1CCCCO[C@H](CN(C)C(=O)Nc2cccc3ccccc23)[C@@H](C)CN([C@H](C)CO)C(=O)c2cc(NC(=O)Nc3ccc(F)cc3)ccc2O1 | 1 | x
CCc1ccccc1NC(=O)CSc1nc2sc3c(c2c(=O)n1-c1ccccc1)CCC3 | 3 | -9
Cc1ccc(S(=O)(=O)NCCNc2ccc([N+](=O)[O-])cc2)cc1 | -2 | 12
COc1ccc(S(=O)(=O)Nc2ccc3c(c2)C(=O)N([C@H](C)CO)C[C@H](C)[C@H](CN(C)S(=O)(=O)c2ccc(C)cc2)OCCCC[C@@H](C)O3)cc1 | 4 | x
COc1ccccc1NC(=O)/C=C\c1ccco1 | 3 | x
CN(C)c1nc(N)nc(CSc2nnnn2C)n1 | -3 | 4
COc1ccc(NC(=O)N(C)C[C@H]2OCCCC[C@@H](C)Oc3ccc(NC(=O)c4ccncc4)cc3C(=O)N([C@H](C)CO)C[C@@H]2C)cc1 | -2 | x
C[C@@H]1CN([C@H](C)CO)C(=O)c2cc(-c3ccncc3)cnc2O[C@@H]1CN(C)C(=O)C1CCOCC1 | x | 13
Cc1cc(Br)c(S(=O)(=O)NCc2ccccn2)cc1C | 2 | 16
C[C@@H]1CCCCO[C@@H](CN(C)C(=O)Nc2ccc(F)cc2)[C@@H](C)CN([C@H](C)CO)C(=O)c2cc(NC(=O)Nc3ccc(C(F)(F)F)cc3)ccc2O1 | 0 | x
O=c1c2c3c(sc2ncn1/N=C/c1cc(Br)ccc1O)CCCC3 | x | 0
COc1cc(C(=O)Nc2ccc(C(=O)NCC3CCCO3)cc2)cc(OC)c1OC (configuration not stated) | 4 | 21
Cc1noc(C)c1NC(=O)Nc1ccc2c(c1)C(=O)N([C@@H](C)CO)C[C@H](C)[C@@H](CN(C)C(=O)Nc1ccc3c(c1)OCO3)OCCCC[C@H](C)O2 | x | -1

Reprinted from the part before: 6 entries, then new ones.
molecule | STK33 inh | mut p53 react
C[C@@H]1CN([C@H](C)CO)C(=O)c2cc(-c3ccncc3)cnc2O[C@@H]1CN(C)C(=O)C1CCOCC1 | x | 13
Cc1cc(Br)c(S(=O)(=O)NCc2ccccn2)cc1C | 2 | 16
C[C@@H]1CCCCO[C@@H](CN(C)C(=O)Nc2ccc(F)cc2)[C@@H](C)CN([C@H](C)CO)C(=O)c2cc(NC(=O)Nc3ccc(C(F)(F)F)cc3)ccc2O1 | 0 | x
O=c1c2c3c(sc2ncn1/N=C/c1cc(Br)ccc1O)CCCC3 | x | 0
COc1cc(C(=O)Nc2ccc(C(=O)NCC3CCCO3)cc2)cc(OC)c1OC (configuration not stated) | 4 | 21
Cc1noc(C)c1NC(=O)Nc1ccc2c(c1)C(=O)N([C@@H](C)CO)C[C@H](C)[C@@H](CN(C)C(=O)Nc1ccc3c(c1)OCO3)OCCCC[C@H](C)O2 | x | -1
C[C@@H]1CN([C@H](C)CO)C(=O)c2cc(C#CC3CCCCC3)cnc2O[C@@H]1CN(C)S(=O)(=O)c1ccc(F)cc1 | x | -9
CC(=O)c1ccc(NC(=O)CN(C)S(=O)(=O)c2ccccc2)cc1 | -2 | 7
OC(CSc1nc2ccccc2s1)Cn1c2ccccc2c2ccccc21 (configuration not stated) | 2 | -6
C[C@H]1CN([C@@H](C)CO)C(=O)c2cc(NC(=O)C3CCCCC3)ccc2O[C@@H]1CN(C)C(=O)Nc1cccc2ccccc12 | 0 | x
O=C(CCCC(=O)Nc1cc(C(F)(F)F)ccc1Cl)Nc1cc(C(F)(F)F)ccc1Cl | -3 | -5
Cc1ccc(S(=O)(=O)N(C)C[C@@H]2Oc3ccc(NS(=O)(=O)c4ccccc4)cc3CC(=O)N([C@H](C)CO)C[C@@H]2C)cc1 | -6 | x
CN1CCN(C(=O)C[C@H]2C[C@@H]3c4cc(NC(=O)c5cccnc5)ccc4O[C@@H]3[C@@H](CO)O2)CC1 | x | 6
C[C@H]1CN([C@@H](C)CO)C(=O)CCCn2nncc2CO[C@H]1CN(C)S(=O)(=O)c1ccc(Oc2ccccc2)cc1 | -2 | x
Cc1ccc(NC(=O)CSc2nnc(-c3ccccc3)n2-c2ccccc2)c(Br)c1 | -6 | 0
O=C(NC(=S)Nc1ccccc1N1CCCC1)c1ccccc1Br | x | -8
COc1ccc2ccc(=O)oc2c1C(OC(C)=O)C(=O)C(C)C (configuration not stated) | 1 | 4
CN(C)C(=O)[C@]1(Cc2ccccc2)N=C(c2ccc(OCCCO)cc2)O[C@@H]1c1ccccc1 | -1 | x
C[C@H]1CN([C@@H](C)CO)C(=O)Cc2cc(NS(=O)(=O)c3cn(C)cn3)ccc2O[C@@H]1CN(C)Cc1ccc(Cl)c(Cl)c1 | 1 | x
COc1ccc(C#Cc2ccc3c(c2)O[C@@H](CN(C)C(=O)c2ccccn2)[C@@H](C)CN([C@H](C)CO)S3(=O)=O)cc1 | x | -17
C[C@H]1CN([C@@H](C)CO)C(=O)c2cccc(NC(=O)c3ccncc3)c2O[C@H]1CN(C)C(=O)NC1CCCCC1 | x | 16
COc1ccc(-n2c(SCC(=O)c3cccc([N+](=O)[O-])c3)nnc2-c2ccc(Cl)cc2)cc1 | 0 | -4

Assay outcomes from PubChem.
